Screens: PubChem, Sanford-Burnham Center for Chemical Genomics
PfGluPho inh: PfG6PD enzyme inhibitors, primary screen, biochemical, fluorescence intensity, uHTS; PfGluPho enzyme, NADPH resazurin-diaphorase fluorescence; 350,000 compounds, 0.78% hits; AID 504690, 2011; inhibition, % at 20 µM;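 active = inhibition reaching at least a set limit at 20 µM in the primary screen, cut at about 59% in these data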;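 also: 0% = DMSO wells with substrate and 100% = DMSO wells lacking glucose-6-phosphate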
SENP1 inh: human SENP1 catalytic domain inhibitors, primary screen, biochemical, FRET, uHTS. Sentrin-specific protease 1 (Homo sapiens), Q9P0U3. recombinant SENP1 catalytic domain, CyPet-SUMO1-YPet FRET cleavage. inhibition, % at 10 µM. 360,000 compounds, 0.21% hits;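 active = inhibition at least 30% at 10 µM, raw YFP signal under a set limit, fluorescence ratio 0.5 to 1.5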;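 also: 0% = enzyme with DMSO and 100% = no enzyme wells; some results filed as inactive read as strong as hits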
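Test system: recombinant human SENP1 catalytic domain, His6-tagged / Medium: pH 8 Tris buffer with EDTA, NaCl, BME, BSA, NP40, catalase / Also added: SUMO1 FRET substrate flanked by Cypet and Ypet, 25 nM / Times: 50 min reaction at room temperature / Signal: FRET, CFP and YFP emission / Control set: no-enzyme low control and enzyme-plus-DMSO high control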
SENP8 block-1: SENP8 protease inhibitors, primary screen, biochemical, luminescence; Sentrin-specific protease 8 (Homo sapiens), Q96LD8; purified SENP8, Z-RLRGG-aminoluciferin cleavage; inhibition, % at 10 µM; 330,000 compounds, 1.2% hits; AID 2540, 2010; in the data active = inhibition above about 50%
SENP7 block: SENP7 protease inhibitors, primary screen, biochemical, luminescence, uHTS | recombinant SENP7, Z-RLRGG-aminoluciferin luminescence, 40 min | inhibition, % at 5 µM | Sentrin-specific protease 7 (Homo sapiens), Q9BQF6 | 330,000 compounds, 1.5% hits;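 active = inhibition above about 50% at the single test dose, limit read from the data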;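 also: plate controls were DMSO with enzyme for no effect and no enzyme buffer wells for full effect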
NALP3 yeast inh: NALP3 inflammasome inhibitors in reconstituted yeast, primary screen, luminescence, uHTS; Yeast reconstituted NLRP3/ASC/caspase-1, beta-gal luminescence, 24 h; inhibition, % at 10 µM; 330,000 compounds, 0.39% hits; AID 2825, 2010;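 active = inhibition of 50% or more; inactive = inhibition below 50%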;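 also: plate controls were induced DMSO wells for no effect and uninduced yeast grown without galactose for full effect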
SENP8 block-2: human SENP8 protease inhibitors, primary screen, biochemical, fluorescence, Nedd8 protein substrate, uHTS; recombinant SENP8; 360,000 compounds, 0.64% hits; AID 602440, 2012; inhibition, % at 20 µM; Sentrin-specific protease 8 (Homo sapiens), Q96LD8; in the data active = inhibition mostly above about 40%, no sharp cut-off; inactive = mostly below about 27%
HKDC1 inhibitor: HKDC1 hexokinase inhibitors, primary screen, biochemical, fluorescence, uHTS | Q2TB90 | recombinant HKDC1, G6PDH/diaphorase resazurin coupled fluorescence | inhibition, % at 20 µM | 340,000 compounds, 0.16% hits | AID 493160, 2011;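 active = inhibition above about 35% when tested at 20 µM, limit read from the data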;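 also: plate controls were DMSO wells with enzyme for no effect and DMSO wells lacking enzyme for full effect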
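Assay system: recombinant HKDC1 hexokinase; detection: coupled resazurin fluorescence, excitation 525 nm, emission 613 nm; benchmarks: DMSO-plus-enzyme-mix negative control, buffer-substituted positive control; compound dosing: single 20 µM dose; schedule: 90 min at room temperature in dark; also added: glucose plus 1 mM ATP as hexokinase substrates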
SENP6 inh: SENP6 protease inhibitors, primary screen, biochemical, luminescence, uHTS; Sentrin-specific protease 6 (Homo sapiens), Q9GZR1; Recombinant SENP6 catalytic domain, aminoluciferin luminescence; inhibition, % at 10 µM; 330,000 compounds, 1.8% hits;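 active = inhibition above about 50% at the single tested dose, limit read from the data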;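 also: plate controls were DMSO wells with enzyme for no effect and DMSO wells lacking enzyme for full effect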
Apaf-1 inh: inhibitors of human Apaf-1 apoptosome, primary screen, biochemical, DEVD-Rh110 fluorescence, uHTS; reconstituted apoptosome caspase-3 activity; inhibition, % at 20 µM; 330,000 compounds, 0.71% hits; Apoptotic protease-activating factor 1 (Homo sapiens), O14727; active = inhibition of at least 40% at 20 µM;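 also: plate controls were DMSO wells for no effect and DEVD-CHO caspase inhibitor wells for full effect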
Target sequence (O14727 whole entry, looked up): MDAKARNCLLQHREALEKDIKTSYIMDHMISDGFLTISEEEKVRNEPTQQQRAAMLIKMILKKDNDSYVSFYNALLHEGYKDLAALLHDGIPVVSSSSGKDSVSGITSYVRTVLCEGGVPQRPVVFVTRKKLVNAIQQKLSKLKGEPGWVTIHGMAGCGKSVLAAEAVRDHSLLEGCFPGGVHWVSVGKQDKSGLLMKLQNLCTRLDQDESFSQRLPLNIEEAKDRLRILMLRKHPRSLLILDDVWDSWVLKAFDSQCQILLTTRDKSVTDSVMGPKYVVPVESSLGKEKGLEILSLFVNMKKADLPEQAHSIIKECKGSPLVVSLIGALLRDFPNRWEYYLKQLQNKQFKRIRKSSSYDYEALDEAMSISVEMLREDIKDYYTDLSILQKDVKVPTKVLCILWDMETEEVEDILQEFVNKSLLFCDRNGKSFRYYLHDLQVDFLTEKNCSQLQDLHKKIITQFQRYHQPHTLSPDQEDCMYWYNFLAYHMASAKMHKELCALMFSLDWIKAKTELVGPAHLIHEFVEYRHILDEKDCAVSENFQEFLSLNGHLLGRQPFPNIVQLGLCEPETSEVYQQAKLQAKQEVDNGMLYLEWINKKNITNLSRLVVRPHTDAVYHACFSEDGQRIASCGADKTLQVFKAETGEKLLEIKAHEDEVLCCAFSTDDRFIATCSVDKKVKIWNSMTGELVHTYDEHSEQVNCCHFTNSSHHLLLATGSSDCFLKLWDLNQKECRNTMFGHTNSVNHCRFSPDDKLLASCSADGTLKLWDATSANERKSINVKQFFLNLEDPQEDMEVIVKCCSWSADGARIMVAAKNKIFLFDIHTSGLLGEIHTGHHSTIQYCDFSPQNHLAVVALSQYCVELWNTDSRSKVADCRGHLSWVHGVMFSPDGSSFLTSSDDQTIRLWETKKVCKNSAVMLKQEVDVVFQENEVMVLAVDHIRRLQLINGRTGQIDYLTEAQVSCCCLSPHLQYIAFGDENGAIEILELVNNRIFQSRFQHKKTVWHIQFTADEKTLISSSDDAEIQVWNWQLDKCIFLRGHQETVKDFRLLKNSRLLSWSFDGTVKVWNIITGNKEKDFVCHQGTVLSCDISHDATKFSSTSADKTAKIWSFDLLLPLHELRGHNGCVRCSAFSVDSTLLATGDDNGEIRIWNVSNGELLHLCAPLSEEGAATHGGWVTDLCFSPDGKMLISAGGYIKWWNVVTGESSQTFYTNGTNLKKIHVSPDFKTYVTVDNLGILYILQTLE
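Assay system – apoptosome proteins · Medium – Hepes buffer, pH 7.5 · Also added – cytochrome c with DEVD-Rh110 · Timing – 30 min compound preincubation, 50 min activation, room temperature · Detection – Rh110 fluorescence, excitation 480 nm, emission 540 nm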
Starred values were filed as active, the others as inactive; . = no result given.

1	CC(Oc1ccc2c3c(c(=O)oc2c1)CCCC3)C(=O)NC1CC(C)(C)NC(C)(C)C1 (stereo not drawn)
2	CCOC(=O)c1c(C)c(C(=O)NCCCN2CCCC2=O)c(C)n1CC
3	O=C(CN(Cc1ccccc1F)C(=O)c1csnn1)NCc1ccc2c(c1)OCO2
4	c1ccc(C2(c3ccccc3)OCC(Cn3cncn3)O2)cc1 (stereo not drawn)
5	Cc1ccccc1NC(NC(=O)OCCn1c([N+](=O)[O-])cnc1C)C(Cl)(Cl)Cl (stereo not drawn)
6	C=CCN1C(=O)c2ccc(C(=O)N(C)Cc3ccc(C)o3)cc2C1=O
7	CCOC(=O)/C(C#N)=C/C=C1/C=CC=CN1C
8	OCCOCCn1c2ccccc2c2ccccc21
entry no.,1,2,3,4,5,6,7,8
PfGluPho inh,8,5,-9,-18,7,-13,0,-21
SENP1 inh,0,0,2,-1,3,-1,-23,1
SENP8 block-1,-8,-6,-9,-5,1,-7,-3,-6
SENP7 block,-2,-3,-6,-1,10,6,3,10
NALP3 yeast inh,9,-3,6,13,0,33,22,30
SENP8 block-2,-392,9,5,20,33,4,34,6
HKDC1 inhibitor,-4,10,-5,-4,-6,-2,1,0
SENP6 inh,-2,-4,-31,-13,7,3,-7,-1
Apaf-1 inh,-4,-10,0,0,13,21,1,6

Limited to HKDC1 inhibitor, Apaf-1 inh and PfGluPho inh, for 3 of the compounds above:
nr | SMILES | HKDC1 inhibitor | Apaf-1 inh | PfGluPho inh
1 | CC(Oc1ccc2c3c(c(=O)oc2c1)CCCC3)C(=O)NC1CC(C)(C)NC(C)(C)C1 (stereo not drawn) | -4 | -4 | 8
2 | CCOC(=O)c1c(C)c(C(=O)NCCCN2CCCC2=O)c(C)n1CC | 10 | -10 | 5
3 | O=C(CN(Cc1ccccc1F)C(=O)c1csnn1)NCc1ccc2c(c1)OCO2 | -5 | 0 | -9

Two compounds picked at random from those above, as already listed:
6	C=CCN1C(=O)c2ccc(C(=O)N(C)Cc3ccc(C)o3)cc2C1=O
5	Cc1ccccc1NC(NC(=O)OCCn1c([N+](=O)[O-])cnc1C)C(Cl)(Cl)Cl (stereo not drawn)
entry no.,6,5
PfGluPho inh,-13,7
SENP1 inh,-1,3
SENP8 block-1,-7,1
SENP7 block,6,10
NALP3 yeast inh,33,0
SENP8 block-2,4,33
HKDC1 inhibitor,-2,-6
SENP6 inh,3,7
Apaf-1 inh,21,13

Going on with the list.
9	C=CCN1C(=O)c2ccc(C(=O)N(C)CC(=O)Nc3ccc(OCC)c(OCC)c3)cc2C1=O
10	CC1CN(S(=O)(=O)c2ccc(C(=O)N(C)C3CCCCC3)cc2)CC(C)O1 (stereo not drawn)
11	NC(=O)CN1C(=O)C(=O)N(Cc2cccc(C(F)(F)F)c2)C1=O
12	COCC(=O)Nc1ccc(-c2cn3cccnc3n2)cc1
13	Cn1c(CCCOc2ccc(Cl)cc2Cl)nnc1SCC(=O)Nc1nccs1
14	Cc1ccc(C(=O)OCC(=O)NC2CCS(=O)(=O)C2)c(C)c1 (stereo not drawn)
15	COc1ccc(/C=C2\SC(=O)N(CC(=O)NNC(=O)c3ccccc3O)C2=O)cc1
16	NC(=O)[C@H]1CC2(CC(c3cccc(NC(=O)COc4ccc(Cl)cc4)c3)=NO2)CN1C(=O)c1ccc(Cl)cc1 (stereo partly drawn)
entry no.,9,10,11,12,13,14,15,16
PfGluPho inh,13,-10,1,-10,-4,-2,-30,16
SENP1 inh,0,1,0,-4,1,1,-33,0
SENP8 block-1,-1,3,-1,1,8,-11,-5,5
SENP7 block,-4,-4,-9,2,-1,-3,-6,-2
NALP3 yeast inh,11,-4,6,18,-3,3,-4,15
SENP8 block-2,8,13,14,-301,16,16,-112,-1
HKDC1 inhibitor,-4,-6,-5,6,-5,-11,-16,2
SENP6 inh,10,-11,-26,-8,-1,-13,-19,-12
Apaf-1 inh,4,-5,0,6,22,8,4,24

17	CCOc1ccc(N2C(=O)C3CCCN3C2=S)cc1 (stereo not drawn)
18	CC1(C)CC[C@]2(CO)CC[C@]3(C)C(=CCC4[C@@]5(C)CC[C@H](O)[C@@](C)(CO)C5CC[C@]43C)[C@@H]2C1 (stereo partly drawn)
19	CCCCOc1ccc(/C=N/NC(=O)c2nnn(-c3nonc3N)c2C)cc1
20	COc1cccc(CNC(=O)c2cc(S(=O)(=O)N3CCOCC3)cn2C)c1
21	O=C(Nc1c2c(nn1-c1ccc(F)cc1)CS(=O)(=O)C2)c1ccc2c(c1)OCO2
22	O=C(COC(=O)CN1C(=O)c2ccccc2C1=O)Nc1ccccc1[N+](=O)[O-]
23	CS(=O)(=O)c1ccc(NC(=O)c2ccccc2-n2cnnn2)cc1
24	CCCCn1c(=O)[nH]c2nc3cc(N)ccc3nc2c1=O
entry no.,17,18,19,20,21,22,23,24
PfGluPho inh,3,7,-7,-11,-2,-2,6,38
SENP1 inh,1,1,-1,-2,1,5,0,-27
SENP8 block-1,4,-4,4,-4,6,1,12,.
SENP7 block,0,1,1,-4,-4,3,1,.
NALP3 yeast inh,6,8,8,-3,14,-16,14,.
SENP8 block-2,9,11,-114,15,-17,12,-2,13
HKDC1 inhibitor,-11,11,-5,-2,3,-4,-1,17
SENP6 inh,0,-16,3,-10,19,-3,-5,.
Apaf-1 inh,-11,9,-5,8,1,-1,-15,.

25	Cc1ccccc1OCC(=O)N/N=C/c1sc(=O)n(Cc2cccc(C(=O)O)c2)c1Cl
26	COC(=O)C1=C(O)C2(C(=O)O)CC(C(=O)OC)=C(O)C(C(=O)O)(C1)C2
27	O=C1[C@@H]2[C@H]3CC[C@H](C3)[C@@H]2C(=O)N1O
28	COC(=O)CCc1sc(Nc2ccccc2)nc1-c1ccc(OC)cc1
29	C/C(=C\C(=O)N1CCc2ccccc21)C(=O)O
30	O=C(NCc1ccccc1CN1CCCC1)c1cc2ccccc2o1
31	O=C(Cn1cnc([N+](=O)[O-])c1)NCc1ccc(F)cc1
32	O=C(NCc1cccs1)c1cc(S(=O)(=O)N2CCCCC2)ccc1Cl
entry no.,25,26,27,28,29,30,31,32
PfGluPho inh,-29,-7,2,19,10,7,0,-10
SENP1 inh,-4,2,1,-40,-2,-5,1,1
SENP8 block-1,-4,1,4,9,-12,.,5,1
SENP7 block,13,-6,-7,18,-1,.,2,4
NALP3 yeast inh,16,0,7,9,25,.,10,23
SENP8 block-2,20,-4,4,-140,12,-11,11,1
HKDC1 inhibitor,13,-5,-1,-3,-6,-1,-7,-6
SENP6 inh,-1,1,-19,9,-16,.,-28,3
Apaf-1 inh,0,-22,-14,2,-3,.,-2,1

33	COc1cccc(-n2nnc3c(=O)n(Cc4cccc(F)c4)cnc32)c1
34	COc1cc(NC(=O)CN2C(=O)NC(C)(c3ccc4ccccc4c3)C2=O)c(C)cc1[N+](=O)[O-] (stereo not drawn)
35	CCOc1ccc(CNC(=O)C2CCN(C(=O)N3CC(C)Oc4ccccc43)CC2)cc1 (stereo not drawn)
36	Cc1cc(OCC(=O)OCC(=O)NC2CCCCCC2)ccc1Cl
37	COC(=O)c1ccccc1NC(=O)Cn1c(CCC(=O)O)ccc1-c1cccs1
38	O=C(OC1CCOC1=O)c1cc(S(=O)(=O)N2CCOCC2)c(Cl)cc1Cl (stereo not drawn)
39	N#CCc1ccc(NC(=O)Cn2c(=O)oc3ccccc32)cc1
40	O=C(Cc1cccs1)NCc1ccccc1F
entry no.,33,34,35,36,37,38,39,40
PfGluPho inh,2,10,3,5,-8,-1,3,-5
SENP1 inh,0,2,-1,3,-4,2,2,1
SENP8 block-1,-3,-10,1,-12,-3,-7,8,-1
SENP7 block,-4,-7,8,-3,-2,-8,-4,1
NALP3 yeast inh,23,2,3,-7,4,11,16,-11
SENP8 block-2,2,24,4,10,-52,1,12,14
HKDC1 inhibitor,6,-8,-2,-1,0,-1,-4,-10
SENP6 inh,-31,-18,5,-21,-5,-19,5,-29
Apaf-1 inh,0,4,2,1,-11,1,-14,-16

41	Cc1cc(C(=O)CSc2nnc(Cc3ccccc3)o2)c(C)n1Cc1ccc2c(c1)OCO2
42	Fc1ccc(NC(=S)Nc2ccc(F)c(Cl)c2)cc1Cl
43	COc1cccc(-n2c(=O)c3cc(OC)c(OC)cc3n(CC(=O)Nc3cc(C)[nH]n3)c2=O)c1
44	COc1ccc(CN2CC(C(=O)NCc3ccc4c(c3)OCO4)CC2=O)cc1 (stereo not drawn)
45	CC(C)NS(=O)(=O)c1ccc(CCC(=O)N2CCOCC2)cc1
46	COCCNC(=O)CSc1ccccc1C(=O)NCC1CCCCC1
47	OC1(c2ccccc2Cl)NN=C2CCCCCN21 (stereo not drawn)
48	COc1ccc(S(=O)(=O)NC(C)C(=O)Nc2ccccc2C(F)(F)F)cc1 (stereo not drawn)
entry no.,41,42,43,44,45,46,47,48
PfGluPho inh,-5,13,-4,-3,5,4,0,8
SENP1 inh,1,1,2,3,2,1,-12,-2
SENP8 block-1,3,4,3,-7,5,-1,7,2
SENP7 block,7,-1,-2,8,1,-5,-2,-6
NALP3 yeast inh,22,10,1,11,10,19,2,13
SENP8 block-2,6,10,-86,5,30,3,-10,12
HKDC1 inhibitor,-3,-4,-9,-17,3,-11,-14,-8
SENP6 inh,-9,0,-11,-14,0,-5,-1,9
Apaf-1 inh,18,6,-4,0,1,-12,6,-21

Reformatted: entries from further up.
Below each compound – PfGluPho inh	SENP1 inh	SENP8 block-1	SENP7 block	NALP3 yeast inh	SENP8 block-2	HKDC1 inhibitor	SENP6 inh	Apaf-1 inh
45	CC(C)NS(=O)(=O)c1ccc(CCC(=O)N2CCOCC2)cc1
→ 5	2	5	1	10	30	3	0	1
46	COCCNC(=O)CSc1ccccc1C(=O)NCC1CCCCC1
→ 4	1	-1	-5	19	3	-11	-5	-12

Additional records follow:
49	CC12CCC(C(=O)CC1=O)C2(C)C (stereo not drawn)
50	Cc1cccc(OCc2nnc(SCC(=O)Nc3sc(C)c(C)c3C#N)n2C)c1
51	O=C(Nc1cccc(S(=O)(=O)N2CCCCCC2)c1)C1CC(=O)N(c2ccc3c(c2)OCCO3)C1 (stereo not drawn)
52	CCCC(=O)Nc1nnc(/C=C/c2ccccc2)s1
53	COc1ccc(N2CCN(C(=O)c3ccccc3)CC2)c([N+](=O)[O-])c1
entry no.,49,50,51,52,53
PfGluPho inh,-8,-2,1,-10,-17
SENP1 inh,3,-3,-1,-21,-2
SENP8 block-1,.,0,9,-6,-1
SENP7 block,.,7,-1,-2,-5
NALP3 yeast inh,.,5,-4,47,6
SENP8 block-2,14,6,6,-429,26
HKDC1 inhibitor,3,-4,-2,-6,1
SENP6 inh,.,2,0,19,-8
Apaf-1 inh,.,5,12,0,-5
